# Assay outcomes deposited in PubChem by National Center for Advancing Translational Sciences (NCATS).
# CCT chaperon mod: High-Throughput Screening for Modulators of Cytosolic Chaperonin Activity. purified chaperonin ATPase assay, HTRF ADP detection, 30 min. activity change, % (concentration not given with the values), hits read low. 360,000 compounds, 0.3% hits. AID 651819, 2012; in the data active means activity change below about -30%; further: on the % scale 0 is the no-effect control and ±100 the full control effect
#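 First, chaperonin was dispensed at 40 nM or 20 nM final depending on batch activity. Next, compounds were pinned at 76 uM and ATP added at 10 uM. After 30 min at 37 °C, ADP detection reagents ran 30 min at ambient temperature.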
# Abeta yeast res: qHTS for compounds that reverse cellular toxicity of Amyloid beta (A-beta) peptide in yeast: Primary Screen | yeast expressing A-beta42, growth rescue, OD600, 48 h; response scale: 0% DMSO, 100% iron-clioquinol control | Potency, µM (titrated, usually from 46.1 µM), for the others: at the highest dose growth rescue, actives largely listed as activators | 410,000 compounds, 0.063% hits | AID 1347071, 2019; further: potency means the concentration at half of the fitted maximal effect; nearly all actives have a fitted effect of over 55% in size
#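 Yeast growth medium received pinned compounds, then yeast cells expressing toxic A-beta were added; plates incubated at 30 C for 48 hr. Growth read as absorbance at 600 nm, normalized to DMSO and equimolar FeCl3 plus clioquinol controls.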
# Akt phos inh: HTS Assay for Inhibitors of Akt Phophorylation: Primary Screen; Neuro2A IGF-stimulated pAkt S473 HTRF, 20 min; hits give low values; activity change, % for hits at 50 µM; AID 651550, 2012; 360,000 compounds, 0.32% hits; in the data active means activity change below about -80%; inconclusive means mostly about -51% to -80%; further: on the % scale 0 is the no-effect control and ±100 the full control effect
#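 Neuro2A cells in DMEM with 0.5% FBS, overnight at 37 deg C, given compound at single 50 µM final, then IGF (6 nM final) for 20 min at 37 deg C. Lysed; phospho-Akt Ser473 by HTRF after 24 h, 665/615 ratio.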
# MmCpn inh: Inhibitors of TCP-1 ring complex (TRiC) of Methanococcus maripaludis (MmCpn): qHTS; Chaperonin Mm-Cpn (Methanococcus maripaludis); purified Mm-Cpn ATPase, ADP Transcreener TR-FRET; Potency, µM (titrated, usually from 76.9 µM), inactives show top-dose activity, negative = inhibition, most hits filed as inhibitors; 330,000 compounds, 0.031% hits; further: potency means the concentration at half of the fitted maximal effect; on the % scale 0 is the no-effect control and ±100 the full control effect; nearly all actives have a fitted effect of over 80% in size
#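 Reaction buffer contained 30 mM Tris pH 7.4, 100 mM KCl, 5 mM MgCl2 and 1 mM DTT. Mm-CPN (25 nM final) hydrolysed 10 uM ATP over 30 min at 37°C; ADP was read by HTRF.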
# A549 tox: Nrf2 qHTS screen for inhibitors: counterscreen for cytotoxicity; A549 ARE-Fluc cells, CellTiter-Fluor viability, 18-24 h; Potency, µM (titrated, usually from 46 µM), for inactives: top-dose activity change, negative = cytotoxicity, hits mostly inhibitors; 390,000 compounds, 0.16% hits; AID 504648, 2011; further: potency means the concentration at half of the fitted maximal effect; on the % scale 0 is the no-effect control and ±100 the full control effect
#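 A549 ARE-Fluc cells in 5% FBS OPTI-MEM, 5000 cells/well, rested 2 h then exposed to compounds in concentration-response for 18-24 h at 37 °C. Viability by CellTiter-Fluor fluorescence (Ex 405/Em 525) after 30 min; luciferase luminescence (BugLite, 15 min, RT) read afterwards.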
# Nrf2 inh: Nrf2 qHTS screen for inhibitors; A549 ARE-Fluc reporter, luciferase luminescence, 18-24 h; Potency, µM (top dose mostly 46 µM), for the others: at the highest dose activity change, negative = inhibition, most hits filed as inhibitors; 360,000 compounds, 2.1% hits; further: potency means the concentration at half of the fitted maximal effect; on the % scale 0 is the no-effect control and ±100 the full control effect; nearly all actives have a fitted effect of over 60% in size
#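 A549 ARE_Fluc cells, 5000/well, 5% FBS OPTI-MEM; compounds in dose-response, 18-24 h at 37 °C/5% CO2; CellTiter-Fluor viability read (Ex 405/Em 525), then BugLite luciferase luminescence = Nrf2 activity.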
# TGFb inhibitor: qHTS for Inhibitors of TGF-b; HepG2 CAGA-GFP TGF-b/SMAD3 reporter, GFP fluorescence, 18 h; TGF-beta stimulated, 500 pg/mL final; Potency, µM (series often up to 46.1 µM), for inactives: at the highest dose activity, negative = inhibition, hits mostly inhibitors; 410,000 compounds, 1.2% hits; further: potency means the concentration at half of the fitted maximal effect; on the % scale 0 is the no-effect control and ±100 the full control effect; nearly all actives have a fitted effect of over 65% in size
#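 Per well, imaged GFP fluorescence of HEPG2 CAGA-GFP cells gives the signal; cells get compound, then TGF-beta (500 pg/mL final), 18 h at 37 degrees C; %Activity versus -TGF-beta and +DMSO controls.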
# HepG2 tox: qHTS for Inhibitors of TGF-b: Cytotox Counterscreen | HepG2 CAGA-GFP viability, ATP luminescence, 18 h | Potency, µM (doses to about 46.1 µM), without a hit: at the top dose activity change, negative = cytotoxicity, hits mostly cytotoxic | 410,000 compounds, 0.76% hits | AID 588856, 2011; further: potency means the concentration at half of the fitted maximal effect; some results filed as inactive show a strong effect at the top dose
#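 CellTiter-Glo luminescence gave cytotoxicity after 18 hours at 37 degrees C. The cells were HepG2 CAGA-GFP in 1% FBS DMEM, stimulated with 500 pg/mL TGF-beta after compound addition. %Activity was normalised to no-cell wells (complete cell-killing) and DMSO (no toxicity), and curves were fitted and classified.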
# Nrf2 ARE act: qHTS of Nrf2 Activators. Potency, µM (doses to about 46.1 µM), for inactives: at the highest dose activation, hits mostly activators. 410,000 compounds, 0.31% hits. AREc32 ARE-luciferase reporter (MCF7-derived line), luminescence, 24 h; further: potency means the concentration at half of the fitted maximal effect; % of control where 0% means no effect; nearly all actives have a fitted effect of over 65% in size
#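 Reporter line AREc32 (ARE-Fluc), seeded overnight in OPTI-MEM with 5% FBS; compound pin-transferred, 24 hr at 37 deg C, 5% CO2; luminescent read-out.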
# * = called active by the depositor; i = inactive; ? = inconclusive; nt = no result given; [ ] = dose if it differs, or a comment. Unless noted, the call rests on the fitted dose curve; in most records, active means well fitted curve in the direction sought with a large enough effect; inconclusive means small, poorly fitted or top-dose-only effect, or another doubt; inactive means no such curve, though single readings can be large; an effect the other way counts as inactive or inconclusive.
mol	Akt phos inh	Nrf2 ARE act	Abeta yeast res	A549 tox	MmCpn inh	Nrf2 inh	HepG2 tox	CCT chaperon mod	TGFb inhibitor
COc1ccccc1/C=C/C(=O)OCCN1CCOCC1	i	2.4%	-3%	6%	-1%	14%	-12%	-1.0	0%
Cn1c(=O)c2c(nc(NCCc3ccccc3)n2Cc2cccc(Br)c2)n(C)c1=O	nt	-0.5%	6%	1%	nt	-30%	-11%	nt	-37%
COc1ccc(C(C(=O)NC(C)(C)C)N(C(=O)CCC(=O)Nc2cc(C)on2)c2cc(C)cc(C)c2)cc1 (stereo unspecified)	i	0.1%	-6%	-13%	3%	-28%	4%	0.8	5%
O=c1c2ccccc2[nH]c(=S)n1CC1CCCO1 (stereo unspecified)	i	0.2%	9%	-10%	nt	?	-7%	-1.3	9%
OCCCNCc1ccc(N(c2ccccc2)c2ccccc2)cc1	i	5.1%	8%	2%	-2%	?	-98%	2.9	?
Cc1ccc2cc(/C=C3\N=C(c4ccccc4)OC3=O)c(N3CCOCC3)nc2c1	i	-0.5%	-8%	0%	0%	28%	-1%	1.2	?
COC(=O)c1cc(C(=O)OC)[nH]n1	i	2.6%	-11%	1%	3%	4%	-8%	-2.5	-7%
COc1ccc(/C=C(/NC(=O)c2ccccc2)c2nc3ccccc3[nH]2)cc1OC	i	2.6%	26%	-3%	-2%	4%	-1%	0.3	1%
O=C(Nc1ccc(N2CCOCC2)cc1N1CCOCC1)c1ccccc1	i	-0.5%	9%	6%	3%	3%	2%	0.4	2%
Cc1ccc(-n2c(C)nc3c(cnn3-c3ccccc3C)c2=O)cc1F	nt	0.1%	-19%	-8%	nt	-31%	-7%	nt	-4%
Cc1ccc(CSC2=Nc3ccccc3C3=NC(CC(=O)NC4CCCCC4)C(=O)N23)cc1 (stereo unspecified)	nt	0.7%	-6%	0%	nt	nt	-12%	nt	nt
Cc1ccc(S(=O)(=O)N2CCN(C(=O)COC(=O)CCOc3ccccc3C)CC2)cc1	i	-0.4%	5%	1%	2%	-6%	7%	0.3	-26%
CCNC(=O)CN(c1ccc(Br)c(C)c1)S(C)(=O)=O	i	0.2%	-4%	-1%	-3%	12%	4%	-0.4	8%
CCOC(=O)CSc1nnc(CNC(=O)c2ccc(S(=O)(=O)N3CCOCC3)cc2)n1C	i	-0.3%	-8%	4%	-2%	-2%	-1%	-2.8	1%
CC(c1ccccc1)N1CC(C(=O)N2CCN(c3ccc(F)cc3)CC2)CC1=O (stereo unspecified)	i	-0.6%	-17%	9%	nt	4%	-18%	-1.0	-4%
NNC(=O)[C@@H]1C[C@@H]1c1ccccc1	i	1.5%	10%	4%	0%	0%	5%	-0.3	-2%
C/[N+]([O-])=C\c1coc2ccccc2c1=O	i	0.1%	6%	5%	1%	nt	-16%	-0.1	-6%
COc1ccc(S(=O)(=O)N2CCC(c3nc4ccccc4s3)CC2)cc1OC	nt	-1.2%	-15%	6%	nt	12%	-11%	nt	-62%
CC(=O)Nc1cc(-c2ccncc2)cn2c(-c3ccccc3)cnc12	i	6.3%	-17%	nt	nt	nt	-23%	-0.7	0%
C[C@H](CO)N1C[C@H](C)[C@@H](CN(C)C(=O)Nc2ccc(F)cc2)Oc2ncc(-c3ccc(F)cc3)cc2C1=O	i	0.3%	4%	nt	nt	nt	-18%	-2.7	-16%
CC(O)CNCCOc1ccccc1OCc1ccccc1 (stereo unspecified)	i	-0.5%	-8%	-5%	0%	13%	-34%	-4.1	-3%
O=C1CSC(c2ccccc2)N1Cc1ccccn1 (stereo unspecified)	i	0.3%	4%	-6%	0%	-7%	8%	1.0	8%
CCOc1ccccc1C(=O)OCC(=O)Nc1ccc(N2CCCCC2)cc1	i	2.2%	-9%	5%	0%	17%	-23%	-3.6	-17%
COc1ccccc1NC(=O)CN(Cc1ccco1)C(=O)c1ccc(-n2nc(C)cc2C)cc1	i	1.8%	13%	0%	1%	-16%	4%	-0.4	7%
CCCCCC(=O)Nc1ccc(-c2cn3cccnc3n2)cc1	i	-0.6%	-4%	-5%	-12%	7%	-1%	-1.5	15%
CC/C(=N\NC(=O)c1cc(C)nc2ccccc12)c1ccc(C)s1	i	-0.5%	-3%	-7%	1%	1%	-25%	0.2	-10%
CCC1CCCCN1C(=O)CSc1nc(N)c(NC(=O)c2ccco2)c(=O)[nH]1 (stereo unspecified)	i	-2.1%	-15%	5%	0%	9%	-1%	0.0	5%
Cc1c(C)c(C)c2[nH]c(-c3ccc4c(c3)OCO4)nc2c1C	i	-0.4%	-53%[inhibitor]	1%	-4%	9%	-89%	-0.6	?
O=C(NCc1ccc(F)cc1)C1CCN(C(=O)NCc2ccccc2)CC1	i	-0.3%	-6%	-5%	0%	-1%	-2%	0.2	-10%
Cc1cc(C)n(-c2ccc(C(=O)NC3CCCCC3)cc2)n1	i	4.4%	5%	-9%	0%	4%	-35%	-5.3	1%

# Of the compounds above, these have two or more sulfur atoms.
mol	Akt phos inh	Nrf2 ARE act	Abeta yeast res	A549 tox	MmCpn inh	Nrf2 inh	HepG2 tox	CCT chaperon mod	TGFb inhibitor
CCOC(=O)CSc1nnc(CNC(=O)c2ccc(S(=O)(=O)N3CCOCC3)cc2)n1C	i	-0.3%	-8%	4%	-2%	-2%	-1%	-2.8	1%
COc1ccc(S(=O)(=O)N2CCC(c3nc4ccccc4s3)CC2)cc1OC	nt	-1.2%	-15%	6%	nt	12%	-11%	nt	-62%

# Continued.
mol	Akt phos inh	Nrf2 ARE act	Abeta yeast res	A549 tox	MmCpn inh	Nrf2 inh	HepG2 tox	CCT chaperon mod	TGFb inhibitor
Cc1ccc(CS(=O)(=O)c2nsc(C)c2C#N)cc1	i	20%	2%	0%	2%	5%	1%	-3.6	4%
COc1ccc(Oc2c(C)nc(SCC(=O)c3ccc(Cl)cc3)[nH]c2=O)cc1	i	-0.2%	?	1%	1%	?	-49%	0.5	-17%
O=C(c1cccs1)N1CCCc2cc(NS(=O)(=O)c3ccc(F)cc3F)ccc21	nt	5.1%	-16%	-3%	nt	nt	-40%	nt	?
Cc1oc2cc3oc(=O)c(CC(=O)O)c(C)c3cc2c1-c1ccccc1	i	-0.1%	-42%[inhibitor]	2%	-4%	-19%	-19%	1.0	4%
Fc1ccc(C2c3cccn3CCN2C(=S)Nc2cccc(Br)c2)cc1 (stereo unspecified)	i	2.4%	?	-4%	-8%	?	-20%	-0.5	?
CN(C)C(=O)CCc1ccc2c3c([nH]c2c1)[C@]1(CCc2ccccc2)[C@@H](C(=O)N2CCCCC2)C[C@H](CC(=O)NCc2ccco2)C(=O)N1CC3	i	0.5%	-7%	2%	-1%	-18%	5%	-1.4	5%
CC(C)(C)c1nc(CN2CCOCC2)cc(CN2CCOCC2)c1O	i	0.3%	-14%	8%	?	20%	-3%	1.4	9%
COc1ccc(Cn2ccc3nc(C)c(C(=O)Nc4cc(OC)c(OC)c(OC)c4)cc3c2=O)cc1	nt	2.9%	-5%	5%	nt	?	5%	nt	5%
COC(=O)c1c(C)[nH]c(C(=O)C(C)OC(=O)c2ccco2)c1C (stereo unspecified)	i	-0.2%	0%	-3%	1%	9%	-16%	0.2	0%
CCC(C)c1ccccc1NC(=O)CN(C)CCOc1ccc(Cl)cc1 (stereo unspecified)	i	4.4%	5%	1%	0%	19%	8%	-0.7	0%
CCc1ccc(NC(=O)COC(=O)Cn2cnc3ccccc32)cc1	i	-0.9%	23%	-1%	0%	3%	-2%	-1.4	?
CN(CC(=O)Nc1ccccc1Cl)C(=O)Cn1cnc2ccc(Cl)cc2c1=O	i	-0.7%	6%	8%	0%	-12%	-1%	-2.5	-2%
Cc1ccc(C(=O)N/C(=C/c2ccco2)C(=O)N2CCCCC2)cc1	i	0.2%	25%	-8%	1%	-13%	-2%	-2.0	4%
C=CCNC(=O)c1ccc(CSc2nc3ccccc3s2)cc1	i	6.2%	17%	0%	0%	?	-8%	-2.7	?
COc1ccc(C2=NN(C(=O)c3ccccc3)C(c3cccc([N+](=O)[O-])c3)C2)cc1 (stereo unspecified)	i	4.2%	13%	-8%	?	-4%	0%	-0.1	-23%
O=C(CN1C(=O)NC2(CCCCCC2)C1=O)NCc1ccccc1Cl	i	0.2%	15%	12%	3%	4%	4%	0.6	-1%
Cc1oc(-c2cccc(Cl)c2)nc1CS(=O)(=O)CC(=O)NCc1ccco1	i	0.3%	-4%	2%	0%	-14%	-19%	0.1	9%
CCOCC(=O)Nc1c(C(=O)Nc2ccccc2OC)oc2ccccc12	nt	-0.1%	-3%	-9%	0%	nt	-1%	-0.3	6%
Cc1ccc(NC(=O)c2nc[nH]c2C(=O)N[C@@H](C)c2ccccc2)cc1	i	-1.9%	?	-5%	nt	?	-18%	-1.4	?
N#C/C(=C1/CCCCCN1)c1nc2ccccc2[nH]1	i	?	24%	4%	2%	?	-27%	-1.5	6%

# Rows were taken by chance; any-hit rate near 4.3%.
